ERb coact inh = ER-beta (human) coactivator binding inhibition; AID 633; inhibition, % at 25.6 µM; TR-FRET ER-beta LBD / SRC1-Cy5 peptide binding; receptor agonist-loaded with 1 µM estradiol; actives 1.3% (n = 86,000);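 active = compounds whose percent inhibition of the receptor-coactivator binding signal exceeds about 50% in the single-dose screen, limit read from the data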;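 note: 0% = receptor plus peptide wells without compound and 100% = peptide-only wells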
Target sequence (Q92731 whole entry, looked up, the tested form may be a part): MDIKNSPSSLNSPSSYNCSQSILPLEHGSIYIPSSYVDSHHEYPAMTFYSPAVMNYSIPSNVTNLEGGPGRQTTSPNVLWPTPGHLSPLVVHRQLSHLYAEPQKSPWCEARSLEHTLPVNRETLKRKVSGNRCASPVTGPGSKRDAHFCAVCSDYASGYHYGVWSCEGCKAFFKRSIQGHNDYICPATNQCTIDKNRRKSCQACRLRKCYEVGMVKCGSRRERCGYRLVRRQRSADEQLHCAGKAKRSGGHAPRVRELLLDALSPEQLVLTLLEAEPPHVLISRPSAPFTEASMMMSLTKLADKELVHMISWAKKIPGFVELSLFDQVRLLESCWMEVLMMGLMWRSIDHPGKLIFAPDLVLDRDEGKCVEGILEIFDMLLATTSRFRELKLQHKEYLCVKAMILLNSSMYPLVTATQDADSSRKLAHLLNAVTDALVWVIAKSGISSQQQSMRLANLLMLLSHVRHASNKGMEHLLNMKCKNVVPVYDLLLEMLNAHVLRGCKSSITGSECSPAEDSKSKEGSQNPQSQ
Smad3 FoxH1 inh = Smad3 (human) transcription factor binding inhibition | P84022 | TR-FRET Smad3/Dy647-FoxH1 peptide binding, europium anti-His | inhibition, % at 25 µM | actives 0.29% (n = 88,000);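 active = compounds that reduce the energy-transfer binding signal between the protein and its labelled peptide by more than half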;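 note: 0% = Smad3 plus labelled peptide maximal FRET and 100% = peptide-only background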
CD11b adhes inh = inhibitors of human CD11b/CD18 binding to fibrinogen; P05107+P11215; K562 CD11b/CD18 adhesion to fibrinogen, ATPlite luminescence; Mn2+ added to activate the integrin; inhibition, % at 10 µM; actives 0.54% (n = 93,000);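 active = primary inhibition of 50% or more at 10 µM, then 40% or more on retest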; note: some results filed as inactive read as strong as hits
ERa coact pot = ER-alpha (human) coactivator binding potentiation; AID 639; P03372; coactivator binding (% of control), % at 25.6 µM; TR-FRET ERalpha-LBD/SRC-Cy5 coactivator binding, 2 h; 100 = basal binding, no effect; actives 1.3% (n = 86,000); in the data active = activity above about 200%;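 note: binding measured in presence of low estradiol as agonist stimulus; 0% = peptide alone without receptor and 100% = receptor with peptide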
sEH inhibitor = blocks human soluble epoxide hydrolase activity; P34913; recombinant human sEH enzymatic activity assay; inhibition, % at 2 µM; actives 0.34% (n = 91,000); AID 707; in the data active = inhibition above about 80%; note: values of inactives mirror those of a sister screen read the other way; many of its hits are not listed in these tables
Target sequence (P34913 whole entry, looked up): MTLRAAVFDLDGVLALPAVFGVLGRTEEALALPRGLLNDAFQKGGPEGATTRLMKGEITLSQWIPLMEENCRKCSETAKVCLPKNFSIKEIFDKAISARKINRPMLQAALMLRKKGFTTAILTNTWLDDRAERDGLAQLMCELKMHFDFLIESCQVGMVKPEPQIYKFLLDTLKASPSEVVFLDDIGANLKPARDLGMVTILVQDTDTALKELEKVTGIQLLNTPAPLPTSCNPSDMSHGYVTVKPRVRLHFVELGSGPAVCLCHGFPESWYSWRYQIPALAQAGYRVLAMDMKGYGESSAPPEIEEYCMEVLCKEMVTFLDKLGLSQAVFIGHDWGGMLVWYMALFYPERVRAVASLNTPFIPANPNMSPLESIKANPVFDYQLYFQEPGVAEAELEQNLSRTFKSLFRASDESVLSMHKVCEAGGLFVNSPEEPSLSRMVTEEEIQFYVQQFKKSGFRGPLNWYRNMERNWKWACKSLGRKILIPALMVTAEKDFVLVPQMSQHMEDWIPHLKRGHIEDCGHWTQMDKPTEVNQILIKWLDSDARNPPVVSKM
Calb biofilm kill = kills Candida albicans biofilms | C. albicans biofilm + clotrimazole, Alamar Blue | inhibition, % at 6 µM | actives 0.14% (n = 85,000);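 active = inhibition above 20%; inactive = inhibition below 20%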;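 note: preformed 24 hr biofilms exposed to compound for 48 hr; 0% = biofilm without compound and 100% = blank killed by clotrimazole plus chlorhexidine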
Mac1 fbg enh = CD11b/CD18-fibrinogen binding enhancement. P05107+P11215. K562 CD11b/CD18 adhesion to fibrinogen, ATPlite luminescence. activation, % at 10 µM. actives 0.07% (n = 93,000);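 active = 10 µM primary screen giving 50% or more activity, confirmed by 40% or more on retest at that dose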; note: strong numbers were not always called active; reference of the scale not given here
MT1-MMP txn act = MT1-MMP promoter transcription activation; HT1080 MT1-MMP promoter luciferase reporter, luminescence, overnight; active compounds read high; actives 0.16% (n = 86,000); activation factor at 10 µM;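 active = activation factor of at least 2 for MT1-MMP transcription at 10 µM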
sEH activator = increases human soluble epoxide hydrolase activity | P34913 | purified human sEH enzymatic activity, activator screen | activation, % at 2 µM | actives 0.04% (n = 91,000) | AID 717; in the data active = activation above about 37%; note: values of inactives mirror those of a sister screen read the other way
An asterisk follows results filed as active; [ ] = remark or other dose. A portion of the library; rates above refer to the full screens.

`Cn1c(=O)oc2cc(S(=O)(=O)N3CCN(C(=O)c4ccco4)CC3)ccc21` gave ERb coact inh 5, Smad3 FoxH1 inh 0, ERa coact pot 113, sEH inhibitor -16, Calb biofilm kill 9, MT1-MMP txn act 1.3 and sEH activator 10.
Screening COc1ccccc1NC(=O)CCn1c(=O)sc2ccccc21 returned ERb coact inh -4, Smad3 FoxH1 inh 3, ERa coact pot 100, sEH inhibitor 7, Calb biofilm kill 4, MT1-MMP txn act 1 and sEH activator -6.
For COc1ccc(C(C(=O)OCCN(C)C)c2ccccc2)cc1 (stereo unspecified) the results were CD11b adhes inh -2, sEH inhibitor -2, Mac1 fbg enh -1, MT1-MMP txn act 1 and sEH activator 2.
`COC(=O)CC/C(C)=N\Nc1ccc([N+](=O)[O-])cc1[N+](=O)[O-]` gave CD11b adhes inh -3, sEH inhibitor 5, Mac1 fbg enh -2 and sEH activator -4.
O=C(CSCC(=O)NCc1ccco1)NCc1ccco1 was read as ERb coact inh 5, Smad3 FoxH1 inh -3, CD11b adhes inh -1, ERa coact pot 84, sEH inhibitor 2, Calb biofilm kill 0, Mac1 fbg enh -2, MT1-MMP txn act 1.2 and sEH activator -2.
Screening CCN(CC)S(=O)(=O)c1cccc(NC(=O)C(=O)c2c(-c3ccccc3)cc3ccccn23)c1 returned CD11b adhes inh 10, sEH inhibitor -5, Mac1 fbg enh 4 and sEH activator 8.
COc1cc(CNn2nnnc2N)cc(Br)c1OCC(=O)NC(C)(C)C was read as ERb coact inh -3[fluorescence artefact?], Smad3 FoxH1 inh -2, CD11b adhes inh -13, ERa coact pot 113, sEH inhibitor 2, Calb biofilm kill 2, Mac1 fbg enh -4, MT1-MMP txn act 0.9 and sEH activator -1.
`O=c1c2c(n3cnnc3n1C1CCCCC1)-c1ccccc1CC21CCCCC1` gave ERb coact inh 9, Smad3 FoxH1 inh 3, ERa coact pot 115, sEH inhibitor 27, Calb biofilm kill 4, MT1-MMP txn act 1.1 and sEH activator -23.
`O=C(CSc1nc2c(c(=O)n1-c1ccc(Br)cc1)SCC2)NCc1ccco1` gave ERb coact inh 11, Smad3 FoxH1 inh 4, CD11b adhes inh 5, ERa coact pot 91[fluorescence artefact?], sEH inhibitor 1, Calb biofilm kill 7, Mac1 fbg enh -2 and sEH activator -1.
COc1ccc(-n2c(=S)[nH]c3cc(C(=O)NCCCN4CCCC4=O)ccc3c2=O)c(OC)c1 was read as ERb coact inh -11, Smad3 FoxH1 inh -1, CD11b adhes inh -3, ERa coact pot 93, sEH inhibitor 75, Calb biofilm kill 1, Mac1 fbg enh -1, MT1-MMP txn act 1 and sEH activator -75.
Screening COc1cc2cc(CN(Cc3nnnn3Cc3ccco3)C3CCCCC3)c(=O)[nH]c2cc1OC returned ERb coact inh 1, Smad3 FoxH1 inh 9, CD11b adhes inh 13, ERa coact pot 80, sEH inhibitor -5, Calb biofilm kill 10, Mac1 fbg enh 2, MT1-MMP txn act 1.2 and sEH activator 4.
Screening O=C(O)c1c(Cl)c(Cl)c(Cl)c(Cl)c1C(=O)N1CCOCC1 returned ERb coact inh -3[fluorescence artefact?], Smad3 FoxH1 inh -1, CD11b adhes inh -33, ERa coact pot 118, sEH inhibitor -6, Calb biofilm kill 3, Mac1 fbg enh -3, MT1-MMP txn act 1.1 and sEH activator 5.
`CCOC(=O)CCCNC(=O)CCNC(=O)c1ccc(OC)cc1` gave ERb coact inh 3[fluorescence artefact?], Smad3 FoxH1 inh 5, CD11b adhes inh 1, ERa coact pot 108, sEH inhibitor -2, Calb biofilm kill 3, Mac1 fbg enh 3, MT1-MMP txn act 1.2 and sEH activator 3.
`CSc1cccc(NC(=O)c2ccco2)c1` gave ERb coact inh 11[fluorescence artefact?], Smad3 FoxH1 inh -13, CD11b adhes inh -4, ERa coact pot 98, sEH inhibitor 1, Calb biofilm kill 10, Mac1 fbg enh -4, MT1-MMP txn act 1.3 and sEH activator -1.
O=C(OCC(=O)N(C1CCCCC1)C1CCCCC1)c1cnccn1 was read as ERb coact inh -11[fluorescence artefact?], Smad3 FoxH1 inh -8, CD11b adhes inh -8, ERa coact pot 99, Calb biofilm kill -2, Mac1 fbg enh 4 and MT1-MMP txn act 1.1.
Screening COC(=O)c1cc(OC)c(OC)cc1NC(=S)N1CCCC(CO)C1 (stereo unspecified) returned ERb coact inh -8, Smad3 FoxH1 inh -11, CD11b adhes inh -11, ERa coact pot 104, sEH inhibitor 1, Calb biofilm kill 5, Mac1 fbg enh -1, MT1-MMP txn act 1.1 and sEH activator -4.
COc1ccccc1S(=O)(=O)Cc1ccc(C(=O)NCCN2CCCCCC2)o1 was read as ERb coact inh 9, Smad3 FoxH1 inh 14, CD11b adhes inh -8, ERa coact pot 61, Calb biofilm kill 2, Mac1 fbg enh -1 and MT1-MMP txn act 1.2.
`Cc1ccc2cc(CN(C(=O)c3cccnc3)C(C)C)c(=O)[nH]c2c1` gave ERb coact inh 0, Smad3 FoxH1 inh 6, CD11b adhes inh -24, ERa coact pot 105, sEH inhibitor 13, Calb biofilm kill -2, Mac1 fbg enh 50, MT1-MMP txn act 1.2 and sEH activator -14.
`CCCCSc1nc(N)c(C#N)c(-c2cccs2)c1C#N` gave ERb coact inh 10[fluorescence artefact?], Smad3 FoxH1 inh 10, CD11b adhes inh 70, ERa coact pot 183[fluorescence artefact?], Calb biofilm kill 6, Mac1 fbg enh -7 and MT1-MMP txn act 1.1.
`CC1(C)CC(=O)c2cn3c(nc2C1)nc1ccccc13` gave ERb coact inh 1[fluorescence artefact?], Smad3 FoxH1 inh -13, CD11b adhes inh -14, ERa coact pot 131, sEH inhibitor -1, Calb biofilm kill 2, Mac1 fbg enh 4, MT1-MMP txn act 1.2 and sEH activator 3.
`CCC(=O)NC(c1ccc([N+](=O)[O-])cc1)c1c(O)ccc2ccccc12` (stereo unspecified) gave CD11b adhes inh -1, sEH inhibitor -2, Mac1 fbg enh -3 and sEH activator 1.
Screening CN(C(=O)c1cnccn1)c1nnc(-c2cnccn2)s1 returned ERb coact inh 4, Smad3 FoxH1 inh 12, CD11b adhes inh 13, ERa coact pot 106[fluorescence artefact?], sEH inhibitor 4, Calb biofilm kill 4, Mac1 fbg enh 0, MT1-MMP txn act 1.3 and sEH activator -3.
For COc1ccccc1NC(=O)CCN1CCCCCC1 the results were CD11b adhes inh -9, sEH inhibitor -19, Mac1 fbg enh -2 and sEH activator 18.
CCOC(=O)c1cc2cc(C)ccc2[nH]1 was read as ERb coact inh 3[fluorescence artefact?], Smad3 FoxH1 inh -3, CD11b adhes inh -5, ERa coact pot 102[fluorescence artefact?], sEH inhibitor -7, Calb biofilm kill 7, Mac1 fbg enh -2, MT1-MMP txn act 1.3 and sEH activator 7.
`Cc1ccc([N+](=O)[O-])cc1N=C(c1cccc(Br)c1)N1CCOCC1` gave CD11b adhes inh 0, sEH inhibitor -3, Mac1 fbg enh -2 and sEH activator 4.
`CCOC(=O)c1csc(NC(=O)CSc2nnnn2CC)n1` gave ERb coact inh 1, Smad3 FoxH1 inh -3, CD11b adhes inh -9, ERa coact pot 110, sEH inhibitor 4, Calb biofilm kill 4, Mac1 fbg enh -2, MT1-MMP txn act 1.2 and sEH activator -5.
`COc1ccc2oc(=O)c(C(=O)NCc3ccc4c(c3)OCO4)cc2c1` gave ERb coact inh 2[fluorescence artefact?], Smad3 FoxH1 inh 4, ERa coact pot 124[fluorescence artefact?], sEH inhibitor 2, Calb biofilm kill 6, MT1-MMP txn act 1.2 and sEH activator 0.
`COc1ccc(OC)c(NC(=O)CCN2CCCCC2)c1` gave ERb coact inh -3[fluorescence artefact?], Smad3 FoxH1 inh 4, CD11b adhes inh 1, ERa coact pot 102, sEH inhibitor 3, Mac1 fbg enh 2, MT1-MMP txn act 1.1 and sEH activator 0.
`O=C(c1ccc(Cl)cc1)c1ccccc1C(=O)N1CCOCC1` gave ERb coact inh 9, Smad3 FoxH1 inh 15, CD11b adhes inh 7, ERa coact pot 65[fluorescence artefact?], sEH inhibitor 3, Calb biofilm kill 5, Mac1 fbg enh -1, MT1-MMP txn act 1.1 and sEH activator -2.
Screening N=c1ccn(Cc2ccc(Cl)cc2Cl)cc1 returned ERb coact inh -4, Smad3 FoxH1 inh 22, CD11b adhes inh 11, ERa coact pot 99, sEH inhibitor 5, Calb biofilm kill 5, Mac1 fbg enh -3, MT1-MMP txn act 1 and sEH activator -2.
Screening COc1ccc(OC)c2sc(NC(=O)c3ccc(Cl)s3)nc12 returned CD11b adhes inh -14, sEH inhibitor -23, Mac1 fbg enh 0, MT1-MMP txn act 1.1 and sEH activator 21.
CCN(CC)c1ccc(/C=N/N2CCN(Cc3ccc(C)cc3)CC2)c(O)c1 was read as CD11b adhes inh -20, sEH inhibitor 1, Mac1 fbg enh 0 and sEH activator 1.
O=C1Cc2ccccc2C(c2ccc(Br)cc2)N1 (stereo unspecified) was read as ERb coact inh 1, Smad3 FoxH1 inh -2, CD11b adhes inh 4, ERa coact pot 108, sEH inhibitor 4, Calb biofilm kill 1, Mac1 fbg enh 2, MT1-MMP txn act 1.2 and sEH activator -6.
`Nc1nc(N2CCN(C(=O)c3ccco3)CC2)nc2ccccc12` gave ERb coact inh 36, Smad3 FoxH1 inh 2, ERa coact pot 105, sEH inhibitor 2, Calb biofilm kill 8, MT1-MMP txn act 1.9 and sEH activator 1.
`Cc1cc(NC(=O)C2CCCC2)n(-c2nc3ccccc3[nH]2)n1` gave ERb coact inh -1, Smad3 FoxH1 inh 22[fluorescence artefact?], CD11b adhes inh -4, ERa coact pot 100, sEH inhibitor 9, Calb biofilm kill 6, Mac1 fbg enh 2, MT1-MMP txn act 1.1 and sEH activator -6.
C/C(=N\O)C1(C)N(O)C(C)(C)C(c2ccc(Br)cc2)=[N+]1[O-] (stereo unspecified) was read as ERb coact inh -1, Smad3 FoxH1 inh -6, CD11b adhes inh 7, ERa coact pot 107, Calb biofilm kill 0, Mac1 fbg enh -2 and MT1-MMP txn act 1.
Screening COc1ccc(Oc2c(C)oc3cc(OC(=O)N4CCOCC4)ccc3c2=O)cc1 returned ERb coact inh 6, Smad3 FoxH1 inh -21, CD11b adhes inh 14, ERa coact pot 101, sEH inhibitor 0, Calb biofilm kill -4, Mac1 fbg enh -7, MT1-MMP txn act 1 and sEH activator 0.
For Cc1ccc(C)c(N(C(=O)CS(=O)CC(=O)Nc2ccc3c(c2)OCO3)C(C)C(=O)NC2CCCC2)c1 (stereo unspecified) the results were ERb coact inh -5, Smad3 FoxH1 inh 0, ERa coact pot 107, sEH inhibitor -4, Calb biofilm kill 8, MT1-MMP txn act 1.2 and sEH activator 4.
O=c1cc(CN2CCN(c3ccc(F)cc3)CC2)nc2sccn12 was read as CD11b adhes inh -17, sEH inhibitor -2, Mac1 fbg enh 1, MT1-MMP txn act 1.2 and sEH activator 5.
Screening O=C(NCCCN1CCCCC1)c1ccc2c(c1)NC(=O)C(N1CCCCC1)S2 (stereo unspecified) returned ERb coact inh 6, Smad3 FoxH1 inh 2, ERa coact pot 92, sEH inhibitor 12, Calb biofilm kill 7, MT1-MMP txn act 1 and sEH activator -11.
Screening Cc1cc(NC(=O)CN2CCN(c3ncccn3)CC2)no1 returned ERb coact inh -14, Smad3 FoxH1 inh 6, CD11b adhes inh 6, ERa coact pot 99, sEH inhibitor 3, Calb biofilm kill 7, Mac1 fbg enh -5, MT1-MMP txn act 1 and sEH activator -2.
For O=C(O)Cn1cc(C(=O)C2CC2)c2ccccc21 the results were ERb coact inh -10, Smad3 FoxH1 inh 0, CD11b adhes inh -3, ERa coact pot 105, sEH inhibitor -16, Calb biofilm kill 10, Mac1 fbg enh 0, MT1-MMP txn act 1.1 and sEH activator 16.

Source: PubChem (several laboratories)
